HBB splice mod: alters splicing of the hemoglobin beta chain | HBB splicing reporter cell assay, activation; EGFP reporter with mutant IVS2-654 intron; response scale: normalised to 500 nM splice-correcting PNA | Potency, µM (highest dose often 46.1 µM), without a hit: at the top dose activation, most hits filed as activators | 0.06% of 65,000 active | AID 925; note: potency is the fitted concentration of half-maximal effect; 0% is about no effect
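HeLa cells stably expressing EGFP interrupted by mutant beta-globin intron 2 (IVS2-654), 500/well in 2% FCS. Treated with compound for 2 days at 37C. Splicing correction scored as total well GFP intensity (488 nm excitation, 500-520 nm emission); 500 nM antisense PNA served as control.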
Hsp90 Hop PPI: changes Hsp90-Hop TPR2A binding signal, up or down | AlphaScreen TPR2A-His6 binding biotin-Hsp90 C-terminal peptide | Potency, µM (series often up to 57 µM), for the others: at the top dose activity change, negative = inhibition | 0.44% of 71,000 active | AID 595; active = well fitted curve in either direction with a large enough effect; inconclusive = small, poorly fitted or top-dose-only effect, or another doubt; note: potency is the fitted concentration of half-maximal effect; % is set by controls: 0 for no effect and ±100 for the full control effect; many of its hits are not listed in these tables
Epigenetic mod: epigenetic modulators derepressing GFP locus in mouse cells; mouse C127i GFP locus derepression, cytometry, 30 h; Potency, µM (series often up to 46.1 µM), for the others: at the highest dose GFP derepression (activation); 0.09% of 68,000 active; AID 597; note: % of control where 0% means no effect
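Read-out is the number of GFP-positive cells, scored as fluorescent objects 20 to 120 um wide, reflecting derepression of a silenced CMV-GFP reporter in murine C127i cells after 30 h compound exposure at 37 C.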
USP2a inhib: blocks human ubiquitin-specific protease USP2a; O75604; USP2a enzymatic assay, qHTS inhibition; Potency, µM (series often up to 38.3 µM), inactives show at the top dose activity change, negative = inhibition, actives largely listed as inhibitors; 0.1% of 60,000 active; AID 927;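 note: potency is the fitted concentration of half-maximal effect; nearly all actives have a fitted effect of over 60% in size; plate controls were DMSO for no effect and NEM full inhibition control for full effect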
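Inhibition is measured in a cell-free coupled assay with 20 nM USP2 core, 20 nM Ub-PLA2 and 20 uM NBD C6-HPC, 2.5 h incubation. Activity normalized to NEM control.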
UbGFP stabilizer: ubiquitin-GFP accumulation via proteasome inhibition; Ubiquitin-GFP reporter cells, proteasome inhibition, GFP fluorescence; response scale: untreated = 0%, 10 µM MG-132 = 100%; Potency, µM (doses to about 45.9 µM), for the others: at the top dose activation (GFP accumulation), most hits filed as activators; 67,000 tested, under 10 active; active = well fitted activation curve with a large enough effect, not every such curve was filed as active; inconclusive = small, poorly fitted or top-dose-only effect, or another doubt; inactive = no such curve, though single readings can be large or run the other way; note: potency is the fitted concentration of half-maximal effect
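Proteasome blockade was scored as a rise in GFP-expressing U2OS cells carrying a ubiquitin(G76V)-GFP construct, imaged after 4 hr compound treatment at 37 °C across a 46 uM–2.9 nM series.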
CRE Fsk mod: alters forskolin-stimulated CRE reporter signaling in CHO cells. AID 662. CHO CRE-bla reporter (cAMP response element driving beta-lactamase), forskolin EC10, beta-lactamase ratio. Potency, µM (doses to about 38.2 µM), without a hit: at the highest dose activity change, negative = inhibition, hits mostly activators. 2.5% of 71,000 active; active = well fitted activation curve with a large enough effect in the signal ratio, with a control signal flat, not every such curve was filed as active; inconclusive = small, poorly fitted or top-dose-only effect, or effect the other way, or a change in a side signal; the % refers to the signal ratio; note: potency is the fitted concentration of half-maximal effect; % of control where 0% means no effect
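qHTS titration format; CRE-bla CHO reporter; stimulus EC10 NKH 477, a water-soluble forskolin. Read: CCF4 460/530 nm ratio. Potency expressed as AC50 for activators or inhibitors.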
BRCT inh red: disrupts BRCA1 BRCT binding to phosphoprotein, red fluorophore readout; 0.03% of 75,000 active; Potency, µM (series often up to 76.9 µM), without a hit: at the top dose activity change, negative = inhibition, hits mostly inhibitors; P38398; BRCT-phosphopeptide binding, red fluorescence polarization; note: % is set by controls: 0 for no effect and ±100 for the full control effect
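Rhodamine-labelled pBACH1 10-mer (100 nM) bound to BRCT domain (100 nM) at pH 7.3; compounds incubated 12 min room temperature, polarization read. Free peptide defines full inhibition; unlabelled decapeptide titrated as control.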
HADH2 inhib: HADH2 (human) dehydrogenase inhibition; Potency, µM (series often up to 57.1 µM), inactives show at the highest dose activity change, negative = inhibition, most hits filed as inhibitors; recombinant HADH2, NADH fluorescence, beta-hydroxybutyryl-CoA; AID 886; Q99714; 3.4% of 73,000 active; note: potency is the fitted concentration of half-maximal effect; % is set by controls: 0 for no effect and ±100 for the full control effect; nearly all actives have a fitted effect of over 60% in size; many of its hits are not listed in these tables
Target sequence (Q99714 whole entry, looked up, one chain of several): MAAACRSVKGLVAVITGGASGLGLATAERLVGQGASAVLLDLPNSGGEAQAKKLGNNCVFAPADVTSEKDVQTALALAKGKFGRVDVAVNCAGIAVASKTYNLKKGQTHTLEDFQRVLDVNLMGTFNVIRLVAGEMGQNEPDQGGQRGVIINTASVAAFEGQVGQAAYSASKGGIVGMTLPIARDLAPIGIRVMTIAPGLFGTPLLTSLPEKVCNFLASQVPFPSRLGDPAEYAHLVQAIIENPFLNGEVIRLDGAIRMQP
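Activity measured as NADH fluorescence gain (360/450 nm), taken as the change between first and last reads of a 4-min kinetic run. Conditions: pH 9.0 Tris buffer, 20 nM E. coli-expressed His-tagged enzyme, 1 mM NAD+, 90 uM beta-hydroxybutyryl-CoA; 15-min compound preincubation.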
BRCT PPI green: BRCA1 BRCT-phosphoprotein interaction inhibition; P38398; BRCA1 BRCT-phosphopeptide binding, green fluorescence polarization; Potency, µM (doses to about 76.9 µM), for the others: top-dose activity change, negative = inhibition, usual class: inhibitors; 0.05% of 75,000 active; AID 875;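 note: potency is the fitted concentration of half-maximal effect; plate controls were peptide without protein for full effect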
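Fluorescence polarization: His-tagged BRCT (~35 kDa BRCA1 C-terminus, 250 nM) bound to 100 nM fluorescein-labeled phosphorylated 10-aa BACH1 peptide, pH 7.3 phosphate buffer with DTT and Tween 20. Compounds incubated 12 min at room temperature; inhibition read as lowered polarization.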
15-hLO inh: inhibitors of human 15-lipoxygenase (ALOX15). AID 887. Potency, µM (series often up to 57.1 µM), for the others: at the top dose activity change, negative = inhibition, usual class: inhibitors. purified 15hLO-1, xylenol orange hydroperoxide absorbance. P16050. 1.4% of 74,000 active; note: potency is the fitted concentration of half-maximal effect; % is set by controls: 0 for no effect and ±100 for the full control effect; nearly all actives have a fitted effect of over 55% in size
Target sequence (P16050 whole entry, looked up): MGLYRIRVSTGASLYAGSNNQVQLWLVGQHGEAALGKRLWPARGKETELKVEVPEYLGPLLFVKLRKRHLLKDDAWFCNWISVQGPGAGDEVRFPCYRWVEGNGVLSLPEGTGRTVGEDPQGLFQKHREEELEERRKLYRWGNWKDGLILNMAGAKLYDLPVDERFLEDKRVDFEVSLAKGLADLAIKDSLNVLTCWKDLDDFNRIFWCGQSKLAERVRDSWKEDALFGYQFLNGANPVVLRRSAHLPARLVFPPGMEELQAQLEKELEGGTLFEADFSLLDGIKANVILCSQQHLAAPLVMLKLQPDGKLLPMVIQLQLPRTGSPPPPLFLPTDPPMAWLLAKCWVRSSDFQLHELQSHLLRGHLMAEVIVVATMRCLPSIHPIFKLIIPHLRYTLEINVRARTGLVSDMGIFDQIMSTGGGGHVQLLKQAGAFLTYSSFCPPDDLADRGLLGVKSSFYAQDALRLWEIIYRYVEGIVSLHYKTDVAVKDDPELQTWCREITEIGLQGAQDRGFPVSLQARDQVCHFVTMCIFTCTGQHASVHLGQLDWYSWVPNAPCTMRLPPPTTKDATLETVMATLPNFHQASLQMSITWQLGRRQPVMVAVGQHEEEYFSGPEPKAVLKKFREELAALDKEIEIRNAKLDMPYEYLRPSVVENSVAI
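Purified human 15hLO-1 (40 nM final) in 25 mM Hepes pH 7.5, 0.01% Triton X-100 was preincubated with compound 15 min at room temperature, then reacted 6 min with 50 uM arachidonic acid; hydroperoxide detected by Fe-XO, 573/405 nm absorbance ratio.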
Pol III holo inh: blocks replication by bacterial DNA polymerase III holoenzyme; 0.25% of 71,000 active; Potency, µM (series often up to 57.1 µM), for inactives: at the highest dose activity change, negative = inhibition; reconstituted DNA polymerase III holoenzyme replication, biochemical; note: potency is the fitted concentration of half-maximal effect; % is set by controls: 0 for no effect and ±100 for the full control effect
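Reconstituted *E. coli* holoenzyme (0.35 nM Pol III, 1 nM beta, 154 nM SSB, 2 nM primase) was preincubated with compound for 15 min at RT. Synthesis on 1.4 nM ssM13Gori ran 35 min, then was stopped with PicoGreen/EDTA and read as dsDNA fluorescence.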
The depositor's hits bear a star; ? = inconclusive; / = no result given; [ ] = remark or other dose. Unless noted, calls come from the whole dose curve; as a rule, active = well fitted curve in the direction sought with a large enough effect; inconclusive = small, poorly fitted or top-dose-only effect, or another doubt; inactive = no such curve, though single readings can be large; an effect the other way counts as inactive or inconclusive. These rows are one share of the data; count on the stated rates, not on these rows.

SMILES	HBB splice mod	Hsp90 Hop PPI	Epigenetic mod	USP2a inhib	UbGFP stabilizer	CRE Fsk mod	BRCT inh red	HADH2 inhib	BRCT PPI green	15-hLO inh	Pol III holo inh
COc1ccc(NC(=O)N2CC3(CCN(C(=O)c4cccn4C)CC3)C2)cc1	3.2%	-9%	-2%[9.22 µM]	11%	-11%	-4%	-1.0%	-22%	-6.2%	0%	8%
COc1ccc(C(c2nnnn2Cc2ccccc2)N2CCN(c3ccccc3)CC2)cc1 (configuration not stated)	-0.4%[57.5 µM]	-4%	-2%	/	2%	-6%	0.0%	14%	2.7%	-6%	1%
COC(=O)CSc1nnc(-c2ccncc2)o1	-4.2%	-18%	-2%	-8%	-6%	-4%	-0.5%	-4%	-0.6%	-5%	-1%
COc1ccc(C2CC(=O)c3cnc(NC(=O)c4ccccc4OC)nc3C2)c(OC)c1 (configuration not stated)	3.2%[0.369 µM]	-7%	0%	46%[activator]	/	?	0.8%	8%	5.1%	-10%	-5%
Cc1ccc(C=NCc2ccncc2)c(O)c1	2.1%[0.369 µM]	-7%	-2%	8%	/	-1%	0.2%	-15%	-0.2%	?	-6%
COc1ccc(OCC(=O)N(C)Cc2ccccc2)cc1	1.2%	-5%	-2%	7%	4%	1%	0.0%	3%	-2.7%	3%	-6%
O=C(NCc1ccco1)c1cc2n(n1)C(C(F)(F)F)CC(c1ccc(F)cc1)N2 (configuration not stated)	/	3%	-2%	80%[activator]	-2%	-4%	1.2%	0%	0.2%	1%	-7%
O=C(O)CN(CC(=O)O)c1ccccc1	1.3%[9.22 µM]	-2%[11 µM]	0%[9.22 µM]	/	-5%[9.17 µM]	-11%[7.6 µM]	0.8%[15.4 µM]	-3%[11.4 µM]	1.7%[15.4 µM]	7%[11.4 µM]	-1%[11.4 µM]
O=C(Nc1nn[nH]n1)c1nc(-c2ccccc2)cc(=O)[nH]1	2.8%[9.22 µM]	-9%[11 µM]	10%[9.22 µM]	/	-11%[9.17 µM]	-2%[7.6 µM]	-0.8%[15.4 µM]	-3%[11.4 µM]	-2.4%[15.4 µM]	5%[11.4 µM]	-7%[11.4 µM]
C=CCn1c(Cc2csc(N)n2)nnc1SCc1ccc(C(=O)OC)cc1	-1.9%	?	-3%	-2%	4%	4%	-1.8%	12%	-1.7%	13%	-6%
CCCCC(=O)NC1=NC(=O)C(C)(C)S1	-2.1%	-13%	3%	2%	2%	?	-1.6%	3%	-2.3%	0%	1%
S[C@@H]1CCCN(Cc2ccccc2)C1	1.6%[9.22 µM]	-2%[11 µM]	0%[9.22 µM]	/	-9%[9.17 µM]	-16%[7.6 µM]	0.0%[15.4 µM]	-6%[11.4 µM]	-0.5%[15.4 µM]	0%[11.4 µM]	2%[11.4 µM]
CC1=CC=CC2=NC(=O)CC(C)(C(=O)N(CC(=O)NC(C)C)C3CCCC3)N12 (configuration not stated)	/	0%	3%	-4%	-4%	-1%	-2.7%	32µM*	-1.3%	2%	-3%
COc1ccc(C2CC(=O)c3cnc(NC(=O)c4ccccc4)nc3C2)cc1OC (configuration not stated)	-0.8%	-5%[2.3 µM]	/	/	7%	?	0.8%	2%	-0.4%	2%	-1%
O=C(Nc1ccccc1Cl)c1cnccn1	-0.2%	-3%	0%	7%	-3%	?	-1.3%	4%	0.5%	3%	-12%
CCC(c1nnnn1CCc1ccccc1)N(Cc1ccco1)Cc1cc2cc(C)cc(C)c2[nH]c1=O (configuration not stated)	/	-11%	1%	227%[activator]	-6%	6%	1.7%	-6%	4.7%	-24%	-3%
CCCc1cc(C(=O)Nc2cc(C)nn2-c2ccccc2)no1	-0.2%	-1%[2.3 µM]	/	/	11%	-9%	-1.4%	5%	-2.2%	0%	-6%
COCc1cc(C)n(CC(=O)NC(C)c2ccccc2)c(=O)c1C#N (configuration not stated)	0.2%[57.5 µM]	-4%	0%	/	-3%	-2%	0.9%	?	-0.3%	15%	-4%
C=CCn1c(=O)c2c(nc3n2CCN3c2cccc(Cl)c2C)n(C)c1=O	9.9%[0.369 µM]	?	6%	5%	-2%	?	1.4%	-6%	-2.6%	-13%	10%
CCn1cc(C(=O)NCCCN2CCC(C)CC2)c(=O)c2cc(S(=O)(=O)N3CCCC3)ccc21	2.5%	-1%	-2%	6%	0%	12%	-0.3%	-7%	-2.3%	-4%	-3%

Next section (4 carried over from the part before).
SMILES	HBB splice mod	Hsp90 Hop PPI	Epigenetic mod	USP2a inhib	UbGFP stabilizer	CRE Fsk mod	BRCT inh red	HADH2 inhib	BRCT PPI green	15-hLO inh	Pol III holo inh
CCCc1cc(C(=O)Nc2cc(C)nn2-c2ccccc2)no1	-0.2%	-1%[2.3 µM]	/	/	11%	-9%	-1.4%	5%	-2.2%	0%	-6%
COCc1cc(C)n(CC(=O)NC(C)c2ccccc2)c(=O)c1C#N (configuration not stated)	0.2%[57.5 µM]	-4%	0%	/	-3%	-2%	0.9%	?	-0.3%	15%	-4%
C=CCn1c(=O)c2c(nc3n2CCN3c2cccc(Cl)c2C)n(C)c1=O	9.9%[0.369 µM]	?	6%	5%	-2%	?	1.4%	-6%	-2.6%	-13%	10%
CCn1cc(C(=O)NCCCN2CCC(C)CC2)c(=O)c2cc(S(=O)(=O)N3CCCC3)ccc21	2.5%	-1%	-2%	6%	0%	12%	-0.3%	-7%	-2.3%	-4%	-3%
COc1ccc(CCN2C(=O)C3C4C=CC(C4)C3C2=O)cc1OC (configuration not stated)	3.5%	-1%	0%	-1%	-4%	?	0.2%	0%	0.1%	13%	2%
CCCn1c2c(c(O)c(C(=O)Nc3ccc(C)cn3)c1=O)CCCC2	3.0%[0.369 µM]	-2%	0%	2%	-2%	2%	0.5%	11%	-0.8%	6%	-1%
Brc1ccc(-c2nnc3sc(CN4CCc5ccccc5C4)cn23)cc1	-0.6%	-7%	2%	4%	-4%	3%	-1.2%	-1%	2.0%	0%	2%
c1cncc(-c2nccc(-n3ccnc3)n2)c1	-0.8%	-4%	2%[9.22 µM]	-7%	-6%	?	-2.1%	?	0.6%	-16%	-11%
CCCC(=O)Nc1ccc(-c2nc3cc(C)c(C)cc3o2)c(O)c1	0.5%[9.22 µM]	5%	-4%	0%	-21%	-1%	0.6%	3.2µM*	0.0%	5%	-1%
Nc1n[nH]c(-c2ccc(Br)cc2)c1Cl	0.6%[57.5 µM]	-2%	0%	/	0%	-13%	-0.9%	-12%	-0.6%	-6%	-6%
Cc1noc(C)c1S(=O)(=O)N(CC(=O)NCc1ccc2c(c1)OCO2)c1ccc(C(C)C)cc1	-0.1%	-1%	3%	/	21%	2%	-0.2%	6%	3.6%	-13%	-6%
CCC(SC1=Nc2ccccc2C2=NC(CC(C)C)C(=O)N12)C(=O)Nc1ccc2c(c1)OCO2 (configuration not stated)	-0.4%	-20%	0%	39%[activator]	7%	?	-1.0%	?	-2.0%	?	-3%
CC(=O)c1cccc(OCCN2C(=O)NC(C)(C)C2=O)c1	-1.3%	-6%	-3%	5%	0%	-1%	-0.9%	8%	0.0%	1%	-4%
CCC(=O)Nc1c(C#N)c2nc3ccccc3nc2n1-c1ccccc1C	1.1%[57.5 µM]	0%	2%	-5%	0%	?	-0.4%	?	-1.6%	-11%	-1%
COc1cccc(C(=O)Nc2c(C(N)=O)oc3ccccc23)c1	-1.1%	0%	/	/	-5%	5µM*	1.9%	?	-0.9%	-24%	-1%
COc1ccc2cc(C(=O)N3CCCCCC3)sc(=O)c2c1OC	-0.9%	0%	0%	-5%	5%	?	-0.3%	-6%	0.4%	-2%	-2%
Cc1c(C(=O)O)nnn1-c1ccccc1	-0.1%[57.5 µM]	-2%	2%	/	2%	0%	-0.1%	9%	0.1%	4%	-5%

Compound activity deposited in PubChem BioAssay by National Center for Advancing Translational Sciences (NCATS).
